# Screening data: PubChem, several laboratories
# RGS4 act – RGS4 potentiators or activators, primary screen, cell-based, HEK293 M3R inducible RGS4, calcium flux. AID 463111, 2010. carbachol calcium flux Fluo4; hits give low values. B-score at 10 µM. 0.92% of 310,000 active;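 active = B-score of the integrated calcium signal more than 4 SD below the library mean, with starting fluorescence not abnormally high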;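 also: negative B-score means reduced calcium response which marks RGS4 activation or potentiation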
#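 Assay system: HEK293 FlpIn-TREx cells, stable M3R, doxycycline-inducible RGS4 / Probe or stimulus: carbachol, ECmax concentration / Times: overnight RGS4 induction, 30 min dye load 37 °C, 20 min compound RT / Signal: kinetic calcium fluorescence imaging with Fluo4-AM dye, 2 µM / Measure: Agonist-evoked peak-minus-minimum fluorescence over baseline, integrated ratio, B score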
# SKKanGAS inh – S. pyogenes SKKanGAS growth inhibitors in kanamycin, primary screen, streptokinase expression inhibitor project, SKKanGAS strain, BacTiter-Glo luminescence | 1.3% of 300,000 active | inhibition, % at 7.5 µM | 6 h;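 active = mean replicate score, as percent of positive control median, at least 50; inconclusive = mean below 50 but one replicate at or above 50; inactive = mean and every replicate below 50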;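 also: strain carries kanamycin resistance gene driven by streptokinase promoter and grows in 40 µg/ml kanamycin; loss of luminescence reflects streptokinase promoter inhibition or plain growth inhibition; 0% = median of DMSO wells and 100% = positive control at its reference dose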
# TMEM16A inh – TMEM16A chloride channel inhibitors, primary screen, cell-based, HTS. Anoctamin-1 (Mus musculus), Q8BHY3. HEK293 TMEM16A/YFP iodide influx fluorescence, ionomycin. normalized B-score (activity score, 25-100; higher = stronger inhibition) at 10 µM. 1.2% of 310,000 active. AID 588511, 2011;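 active = ratio plate-corrected score three or more library SD toward inhibition, starting fluorescence score within five deviations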;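 also: score derived from kinetic fluorescence span divided by baseline fluorescence per well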
# HDAC3 inh – HDAC3 deacetylase inhibitors, primary screen, biochemical, fluorescence, cell-free homogeneous | recombinant HDAC3, fluorogenic peptide/trypsin coupled | inhibition, % at 8.3 µM | 0.15% of 320,000 active; in the data active = inhibition above about 26%, passing the limit was not always enough; inconclusive = no clear call, values can overlap the other calls
# KCNK3 inh – human KCNK3 channel inhibitors, primary screen, CHO cells, FluxOR thallium flux, B-score | Potassium channel subfamily K member 3 (Homo sapiens), O14649 | FluxOR fluorescence; hits give low values | B-score at 10 µM | 0.84% of 340,000 active | AID 602410, 2012;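 active = B-score under library mean minus 4 SD, starting fluorescence ratio at most library mean plus 5 SD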;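 also: more negative B-score means stronger inhibition of thallium flux through KCNK3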
# KCNQ1 pot – potentiators or activators of KCNQ1 channel, primary screen, cell-based, thallium flux, high-throughput | B-score at 10 µM | CHO-K1 KCNQ1, thallium flux FluxOR fluorescence; hits give high values | Potassium voltage-gated channel subfamily KQT member 1 (Homo sapiens), P51787 | 0.35% of 310,000 active | AID 2648, 2010;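 active = fluorescence ratio B-score, a plate-corrected score, at least three library SD, with initial intensity B-score within 5 SD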
# Target sequence (P51787 whole entry, looked up): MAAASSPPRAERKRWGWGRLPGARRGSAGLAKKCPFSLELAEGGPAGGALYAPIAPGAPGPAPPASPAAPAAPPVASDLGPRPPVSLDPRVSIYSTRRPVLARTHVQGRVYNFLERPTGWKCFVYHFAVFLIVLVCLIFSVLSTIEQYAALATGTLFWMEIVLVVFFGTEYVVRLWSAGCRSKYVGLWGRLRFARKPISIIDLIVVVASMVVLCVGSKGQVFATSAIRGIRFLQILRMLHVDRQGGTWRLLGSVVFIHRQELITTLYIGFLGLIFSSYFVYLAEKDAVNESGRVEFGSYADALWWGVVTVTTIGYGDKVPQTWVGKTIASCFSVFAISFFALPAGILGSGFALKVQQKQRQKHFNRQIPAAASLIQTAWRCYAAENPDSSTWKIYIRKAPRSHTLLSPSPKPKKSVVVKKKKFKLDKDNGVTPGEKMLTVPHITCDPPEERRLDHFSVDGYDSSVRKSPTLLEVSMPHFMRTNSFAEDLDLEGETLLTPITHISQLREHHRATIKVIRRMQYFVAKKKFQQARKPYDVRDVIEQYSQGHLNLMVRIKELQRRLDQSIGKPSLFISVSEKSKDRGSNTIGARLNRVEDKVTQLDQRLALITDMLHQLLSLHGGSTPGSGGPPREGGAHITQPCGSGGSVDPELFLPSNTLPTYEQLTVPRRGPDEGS
#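 Schedule – 37 °C overnight plating, 90-min dark dye load, 20-min compound pretreatment · System – stable KCNQ1 CHO-K1 line · Probe or stimulus – thallium- and potassium-containing depolarizing buffer · Measured by – kinetic FluxOR fluorescence, 10 s baseline plus 110 s post-stimulus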
# hERG rescue – hERG rescue from dofetilide block, primary screen, cell-based, CHO-hERG, FluxOR thallium flux, dofetilide IC70; Voltage-gated inwardly rectifying potassium channel KCNH2 (Homo sapiens), Q12809; dofetilide IC70 present; activation (rescue from dofetilide block), less the hit threshold, % at 10 µM; 0.51% of 310,000 active;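 active = activation above the mean of controls blocked by dofetilide plus 5 SD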;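 also: thallium influx through hERG after potassium depolarization seen as dye fluorescence rise; in these data hits start at about 4.7%; inactives centre near -7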
# KCNQ1 block – inhibitors of human KCNQ1 channel, primary screen, cell-based, thallium flux, high-throughput; CHO-K1 KCNQ1, FluxOR thallium flux fluorescence; hits give high values; B-score at 10 µM; 1.3% of 310,000 active;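 active = compounds whose thallium flux B-score, printed positive for inhibition, exceeds three library SD while starting fluorescence stays within three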;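 also: channel opened by potassium depolarization with thallium stimulus after 20 min compound exposure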
# KCNK9 inh – KCNK9 potassium channel inhibitors, primary screen, HEK293 cells, thallium flux | AID 488922, 2010 | FluxOR thallium flux fluorescence; hits give low values | 1.2% of 310,000 active | Potassium channel subfamily K member 9 (Homo sapiens), Q9NPC2 | B-score at 10 µM;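 active = ratio B-score over 3 SD below the library mean, with starting fluorescence within 5 SD of its mean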;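 also: negative B-score means less thallium flux so channel inhibition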
# Target sequence (Q9NPC2 whole entry, looked up): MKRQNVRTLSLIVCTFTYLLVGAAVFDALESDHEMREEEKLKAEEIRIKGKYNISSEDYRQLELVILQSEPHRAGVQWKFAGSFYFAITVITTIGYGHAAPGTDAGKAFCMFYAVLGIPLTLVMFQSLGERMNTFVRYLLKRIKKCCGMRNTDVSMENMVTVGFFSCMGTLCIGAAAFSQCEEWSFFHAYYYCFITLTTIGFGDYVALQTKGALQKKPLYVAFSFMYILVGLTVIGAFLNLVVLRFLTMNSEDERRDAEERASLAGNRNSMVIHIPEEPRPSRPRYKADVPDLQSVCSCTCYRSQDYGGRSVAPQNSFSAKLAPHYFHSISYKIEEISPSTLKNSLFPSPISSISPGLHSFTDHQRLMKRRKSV
# RGS4 inh – RGS4 inhibitors, primary screen, cell-based, HEK293 M3R inducible RGS4, calcium flux; Fluo-4 calcium flux; hits give high values; triggered by carbachol at its EC20; B-score at 10 µM; 0.45% of 310,000 active; AID 463165, 2010;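 active = B-score, a plate-corrected calcium signal, over three deviations above library mean, with baseline fluorescence within five deviations of library mean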;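 also: RGS4 expression induced by doxycycline in cells with stable M3 receptor; B-score is computed from the integrated fluorescence ratio over baseline after carbachol; higher B-score means a larger calcium signal and so more RGS4 inhibition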
# ANO1 activ – TMEM16A chloride channel activators or potentiators, primary screen, cell-based, HTS; HEK293 TMEM16A/YFP-H148Q/I152L, iodide quench fluorescence; hits give low values; B-score at 10 µM; 0.3% of 340,000 active; AID 623877, 2012;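 active = fluorescence-ratio B-score plate-corrected deviation score at least 3 library SD below zero, with starting fluorescence score within 5 deviations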;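 also: channel opened by trigger with iodide after compound preincubation; score built on the fluorescence ratio of max minus min over baseline; more negative score means more quench and so TMEM16A activation or potentiation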
# Active calls of the source: *; i = inactive; ? = inconclusive; · = no result given.
structure	RGS4 act	SKKanGAS inh	TMEM16A inh	HDAC3 inh	KCNK3 inh	KCNQ1 pot	hERG rescue	KCNQ1 block	KCNK9 inh	RGS4 inh	ANO1 activ
CC1(C(=O)O)CCC(C(=O)Nc2ccc(Cl)c(Cl)c2)C1(C)C (stereo not drawn)	i	3	i	0	i	i	-9	i	i	i	i
CNc1cc(F)nc(F)n1	i	5	i	-6	i	i	-10	i	i	i	i
CCN(CC)CCn1c(=S)[nH]c2ncccc2c1=O	i	-6	i	3	i	i	-24	i	i	i	i
CCn1c(COc2cccc(C)c2)nnc1SCC(=O)N1CCCC1	i	1	i	-7	i	i	-14	i	i	i	i
C/C(CC(=O)NC12CC3CC(CC(C3)C1)C2)=N\NC(=O)c1cnccn1	i	-3	i	8	i	i	-10	i	i	i	i
CC(C)CC(C)NNC(=O)c1cc2ccccc2[nH]1 (stereo not drawn)	i	-5	i	-1	i	i	-11	i	i	i	i
CCOC(=O)C1CCN(S(=O)(=O)c2csc(C(N)=O)c2)CC1	i	-1	i	-1	i	i	-2	i	i	i	i
O=C(NCC1CCOCC1)c1cc(COc2cccc(C(F)(F)F)c2)on1	i	-3	i	?	i	i	-4	i	i	i	i
Cc1ccc(S(=O)(=O)NC(C)(C)CSc2nncn2C)cc1	i	-2	i	1	i	i	-1	i	i	i	i
CCNC(=S)NNC(=O)c1cccn(Cc2ccc(Cl)cc2Cl)c1=O	i	3	i	0	i	i	-19	i	i	i	i
O=C(Cn1ccc([N+](=O)[O-])n1)NCc1nc2ccccc2[nH]1	i	-2	i	-8	i	i	-5	i	i	i	i
Cc1ccc(CN2C(=O)N/C(=C\c3cccn3-c3cccc(C(=O)O)c3)C2=O)cc1	i	45	i	1	i	i	-21	i	i	i	i
CCOc1ccc(NC(=O)c2ccc(CNc3c(NC4CCCCC4)c(=O)c3=O)cc2)cc1	i	-5	i	·	i	i	-8	i	i	i	i
CCOc1ccc(CN2CCN(C/C=C/c3ccc(OC)cc3)CC2CCO)cc1 (stereo not drawn)	i	-1	i	-1	i	i	-18	i	i	i	i
Cc1cccc(C(=O)NC(=S)Nc2ccccc2C(=O)O)c1	i	6	i	0	i	i	-2	i	i	i	i
CCN(CC)C(=O)NC1CCCCCCC1	i	1	i	-2	i	i	-2	i	i	i	i
O=C(Nc1cccc2ccccc12)c1cccc(F)c1	i	11	i	-2	i	i	-7	i	i	i	i
CN(/N=C/c1ccccc1Cl)c1ncc(Cl)cc1C(F)(F)F	i	9	i	-8	i	i	-16	i	i	i	i
CC(=O)Nc1ccc(NC(=O)C23CC4CC(C2)CC(n2cnc(Br)n2)(C4)C3)cc1	i	-3	i	-1	i	i	-7	i	i	i	i
CC(=O)c1cccc(OCc2cc(C(=O)N3CCC(N4CCCCC4)CC3)no2)c1	i	0	i	1	i	i	-6	i	i	i	i
CC(=C/C(=O)O)/C(=C/c1ccccc1)C(=O)O	i	-1	i	2	i	i	-16	i	i	i	i
Cc1nn(C(C)c2n[nH]c(=S)n2-c2ccc(F)cc2)c(C)c1[N+](=O)[O-] (stereo not drawn)	i	-7	i	-5	i	i	-5	i	i	i	i
COc1cc(CC(=O)OCC(=O)Nc2ccc3c(c2)OCO3)cc(OC)c1OC	i	-3	i	4	i	i	-11	i	i	i	i
CC(OC(=O)C1CCC(=O)N1)C(=O)Nc1cc(Cl)cc(Cl)c1 (stereo not drawn)	i	0	i	-5	i	i	2	i	i	i	i
COc1cc(C(=O)NCCC(=O)NC2CCCCCCC2)cc(OC)c1OC	i	-2	i	0	i	i	-4	i	i	i	i
CCOc1ccc(-n2c(Cc3cc(=O)[nH]c(=O)[nH]3)nnc2SCC(N)=O)cc1	i	2	i	4	i	i	-12	i	i	i	i
CCCc1nn2c(=O)c(C(c3ccc(C)cc3)c3c(O)nc4sc(CCC)nn4c3=O)c(O)nc2s1	i	2	i	-2	i	i	-5	i	i	i	i
CCOC(=O)Cc1c(C)nc(N)[nH]c1=O	i	9	i	-4	i	i	-9	i	i	i	i
COCCn1c(SCC(=O)NC2CCCCC2C)nnc1-c1ccncc1 (stereo not drawn)	i	1	i	-1	i	i	-7	i	i	i	i
CCOc1ccc(NS(=O)(=O)c2ccc(C(=O)N3CCCC(C)C3)cc2)cc1 (stereo not drawn)	i	-1	100*	9	i	i	-14	i	i	i	i
CC(=O)N1c2ccc(S(=O)(=O)N3CCC(C(=O)Nc4ncccc4C)CC3)cc2CC1C (stereo not drawn)	i	0	i	4	i	i	-10	i	i	i	i
COc1ccnc2c1c(=O)n(Cc1ccc(Cl)cc1)c(=O)n2C	i	-3	i	-1	i	i	-2	i	i	i	i
Nc1nc(Cl)cc(N2CCC(c3cc(-c4ccc(Cl)cc4Cl)n[nH]3)CC2)n1	i	45	100*	-6	i	i	-15	6*	i	7.3*	i
CNC(=O)NC(=O)CSc1nnc(-c2ccco2)n1Cc1ccccc1	i	-3	i	-2	i	i	-2	i	i	i	i
Cn1c(SCC(=O)Nc2cc(S(=O)(=O)N3CCOCC3)ccc2N2CCOCC2)nnc1-c1ccncc1	i	13	i	2	i	i	-3	i	i	i	i
COC(=O)CNC(=O)COC(=O)/C=C/c1ccccc1[N+](=O)[O-]	i	-2	i	2	i	i	-4	i	i	i	i
Cc1ccc(CNC(=O)C(NS(=O)(=O)c2ccc3nc(C)sc3c2)C(C)C)cc1 (stereo not drawn)	i	-2	i	10	i	i	0	i	i	i	i
CCOC(=O)Nc1ccc2c(c1)Nc1ccccc1S2	i	16	i	-3	i	i	-7	i	-6.6*	i	i
O=C(Nc1ncnc2sc3c(c12)CCC3)c1ccco1	i	10	i	-3	i	i	-8	i	i	i	i
CCN(CC)C(=O)c1ccc(COc2ccccc2Br)o1	i	4	i	7	i	i	-17	i	i	i	i
Cc1ccc(C(=O)N(C)CC(=O)Nc2ccc(F)c(F)c2F)o1	i	·	i	-7	i	i	-7	i	i	i	i
NC(=NCCc1c[nH]c2ccccc12)NC(=O)c1ccc(F)cc1	i	-3	i	2	i	i	-21	i	i	i	i
Cc1ccc(-n2c(Cc3cccs3)nnc2SCC(=O)Nc2ccc(F)c(F)c2)cc1	i	8	i	?	i	i	-9	i	i	i	i
O=C(Nc1ccc(Cl)cc1N1CCOCC1)C1CCCCC1	i	-8	i	-2	i	i	-16	i	i	i	i
O=C(NCc1ccc2c(c1)OCO2)C1CC(=O)N(c2ccc(F)cc2)C1 (stereo not drawn)	i	6	i	0	i	i	-2	i	i	i	i
COc1ccc(C/C(=N\O)c2ccc(OC)cc2)cc1	i	-8	i	1	i	i	-10	i	i	i	i
Cc1nn(C)c(C)c1S(=O)(=O)N1CCC(CO)(Cc2ccc(Cl)cc2)CC1	i	-3	i	-6	i	i	-6	i	i	i	i
COc1ccc(Br)cc1/C=N/NC(=O)c1cc(Br)ccc1O	i	9	i	10	·	i	-6	i	i	i	·
CCOC(=O)c1c(C)[nH]c(C(=O)CSc2nnc(CC(C)c3ccccc3)o2)c1C (stereo not drawn)	i	4	i	0	i	i	-10	i	i	i	i
Cn1c(CN2CCCC2)nc2cc(NS(=O)(=O)c3ccc(Cl)cc3)ccc21	i	-2	i	0	i	i	-8	i	i	i	i
CCCc1nc(N)nc2c1C(=O)CC(C)(C)C2	i	-1	i	8	i	i	-5	i	i	i	i
Cn1nccc1C(=O)N/N=C/c1cccnc1	i	10	i	·	i	i	-8	i	i	i	i
COc1ccc(-n2nc(C)cc2N)cc1	i	2	i	1	i	i	-13	i	i	i	i
COC(=O)c1cc(=O)n(CCc2ccc(OC)c(OC)c2)c(=Nc2ccc(F)c(Cl)c2)s1	i	-1	i	-4	i	i	-9	i	-7.5*	5.4*	i
O=C(Nc1ccc2c(c1)OCO2)C1CC(c2ccc(F)cc2)=NO1 (stereo not drawn)	i	-4	i	4	i	i	-10	i	i	i	i
O=C(COc1ccc([N+](=O)[O-])cc1)N/N=C/c1cc([N+](=O)[O-])ccc1N1CCOCC1	i	1	i	·	i	i	-3	i	i	i	i
Brc1cccc(-c2nnc3n2CCCCC3)c1	i	-12	i	-1	i	i	-8	i	i	i	i
CC1CCCCN1S(=O)(=O)c1ccc2c(c1)CCN2C(=O)CCC(=O)O (stereo not drawn)	i	5	i	0	i	i	-11	i	i	i	i
CCC(=O)Nc1ccc(-c2nn3c(C)nnc3s2)cc1C	i	-7	i	-1	i	i	-6	i	i	i	i
Oc1ccc(N=Nc2ccccc2C(F)(F)F)c2cccnc12	i	98*	i	-2	i	i	-4	i	i	i	i
O=C(NCc1ccccc1)C(c1ccccc1)N(Cc1cccs1)C(=O)c1cnccn1 (stereo not drawn)	i	-10	i	-3	i	i	-44	i	i	i	i
CC(=O)Nc1cn(C(C)=O)c(C)n1	i	8	i	-3	·	i	-14	i	i	i	·

# 2 compounds from above with just hERG rescue and ANO1 activ.
canonical_smiles	hERG rescue	ANO1 activ
Cc1ccc(C(=O)N(C)CC(=O)Nc2ccc(F)c(F)c2F)o1	-7	i
Cc1ccc(-n2c(Cc3cccs3)nnc2SCC(=O)Nc2ccc(F)c(F)c2)cc1	-9	i
